# High-throughput results: PubChem, NMMLSC
# RGS8-Gao – human RGS8-Galphao interaction regulation | P09471 | multiplexed bead flow cytometry, RGS8-Galphao binding; actives lie on both sides | response (percent of control binding), % at 10 µM | hit rate 0.34% among 220,000 | AID 1423; in the data active = response below about 60% or above about 140%; inactive = in between;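 also: Galphao activated as the GDP aluminium fluoride complex binding bead-coupled RGS8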
# ABCB1 inh – blocks JC-1 efflux by human ABCB1 transporter; hit rate 0.067% among 190,000; CCRF-Adr cells, flow cytometry; AID 1326; inhibition, % at 6.6 µM; in the data active = inhibition above about 40%;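 also: 0% = vehicle and 100% = reference inhibitor; higher value means more JC-1 retained so stronger ABCB1 efflux block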
# GSH bead fluor – GSH bead compound fluorescence profile; hit rate 0.25% among 190,000; fluorescence (KMESF) at 10 µM; GSH beads flow cytometry, compound fluorescence 488/530 nm; stronger effect = higher value; AID 1776; in the data active = fluorescence above about 89;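 also: glutathione beads carrying GST-tagged Bcl family fusion proteins plus one bare bead set; values are compound well signal with DMSO vehicle wells as background; inactives centre near 16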
# Bcl-B Bim block – human Bim-Bcl-B interaction inhibition | bead-based flow cytometry, Bim peptide-Bcl-B binding | inhibition, % at 10 µM | hit rate 0.073% among 190,000 | AID 951;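 also: 0% = tracer peptide without compound and 100% = reference inhibitor peptide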
# Target sequence (Q9HD36 whole entry, looked up): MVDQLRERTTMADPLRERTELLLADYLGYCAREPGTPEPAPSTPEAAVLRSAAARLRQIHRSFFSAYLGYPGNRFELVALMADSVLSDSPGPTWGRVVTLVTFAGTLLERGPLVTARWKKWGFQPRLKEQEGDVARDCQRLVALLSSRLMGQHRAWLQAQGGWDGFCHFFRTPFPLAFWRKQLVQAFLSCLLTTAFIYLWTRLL
# RGS7-Gao – regulators of human RGS7-Galphao interaction. Multiplexed bead flow cytometry, RGS7-Galphao binding; actives lie on both sides. binding response (% of control), % at 10 µM. hit rate 0.35% among 220,000; in the data active = binding response below about 49% or above about 150%; inconclusive = no clear call, values can overlap the other calls; inactive = in between;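 also: fluorescent Galphao held in activated GDP-AlF4 state binding bead-coupled RGS7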
# ABCG2 inh – human ABCG2 inhibition, ABCB1 as counter-screen; inhibition, % at 6.6 µM; IgMXP3 cells, JC-1 efflux, flow cytometry; Q9UNQ0; hit rate 0.1% among 190,000;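 active = inhibition above 80%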;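 also: 0% = DMSO and 100% = nicardipine control wells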
# Target sequence (Q9UNQ0 whole entry, looked up): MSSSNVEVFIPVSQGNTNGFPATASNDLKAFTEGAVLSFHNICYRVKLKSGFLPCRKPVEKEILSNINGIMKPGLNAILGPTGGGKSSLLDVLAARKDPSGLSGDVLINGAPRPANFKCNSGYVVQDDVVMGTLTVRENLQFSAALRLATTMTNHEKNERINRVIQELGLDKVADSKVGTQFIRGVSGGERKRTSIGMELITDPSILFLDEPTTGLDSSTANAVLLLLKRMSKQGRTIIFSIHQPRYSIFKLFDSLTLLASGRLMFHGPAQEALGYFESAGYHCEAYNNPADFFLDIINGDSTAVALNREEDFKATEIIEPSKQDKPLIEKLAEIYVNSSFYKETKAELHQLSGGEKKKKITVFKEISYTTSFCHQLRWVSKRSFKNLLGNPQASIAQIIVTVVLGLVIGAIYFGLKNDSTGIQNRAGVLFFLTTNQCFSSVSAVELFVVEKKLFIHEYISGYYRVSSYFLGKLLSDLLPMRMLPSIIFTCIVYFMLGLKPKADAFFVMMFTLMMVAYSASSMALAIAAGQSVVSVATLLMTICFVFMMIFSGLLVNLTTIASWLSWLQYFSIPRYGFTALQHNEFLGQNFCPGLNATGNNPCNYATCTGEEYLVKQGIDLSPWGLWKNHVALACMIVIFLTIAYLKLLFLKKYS
#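 Test system: IgMXP3 (ABCG2) plus far-red-tagged CCRF-Adr (ABCB1) cells / Amount: 3 million cells/mL in well / Reagent: JC-1 transporter substrate / Timing: 10 min compound exposure, 25 °C / Signal: flow cytometry, 530 nm JC-1 signal / Read-out: percent efflux inhibition, scaled nicardipine 100% to DMSO 0% / Benchmarks: nicardipine as high control, DMSO as low control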
# Bcl-XL Bim block – human Bim-Bcl-XL interaction inhibition; inhibition, % at 10 µM; Bim peptide-Bcl-XL binding, bead flow cytometry, fluorescence; hit rate 0.04% among 190,000; Q07817; AID 1007
# RGS4-Gao reg – human RGS4-Galphao interaction regulation; Multiplexed bead flow cytometry, RGS4-Galphao binding; actives lie on both sides; AID 1415; P09471; binding response (% of control), % at 10 µM; hit rate 0.33% among 220,000; in the data active = binding response below about 49% or above about 150%; inactive = in between;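 also: fluorescent Galphao activated with aluminum fluoride binding bead-coupled RGS4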
# Bim-Bfl-1 – inhibitors of Bim-Bfl-1 interaction, human; Q16548; Bead-based flow cytometry, Bim-Bfl-1 binding inhibition; inhibition, % at 10 µM; hit rate 0.12% among 190,000;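 also: 0% = wells without compound plus tracer and 100% = blocker peptide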
# Bcl-W Bim block – disrupts Bim peptide binding to human Bcl-W; inhibition, % at 10 µM; Q92843; bead-based flow cytometry; hit rate 0.02% among 190,000;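 also: 0% = bound tracer without compound and 100% = peptide blocker; higher means less fluorescent Bim peptide bound to Bcl-W beads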
# Target sequence (Q92843 whole entry, looked up): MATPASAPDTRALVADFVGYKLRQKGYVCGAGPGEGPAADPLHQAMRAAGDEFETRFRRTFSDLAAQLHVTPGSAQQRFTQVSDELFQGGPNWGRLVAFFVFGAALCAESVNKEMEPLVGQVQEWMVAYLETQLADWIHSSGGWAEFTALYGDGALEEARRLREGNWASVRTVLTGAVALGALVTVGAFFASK
# Bim-Bcl-2 – disrupts Bim peptide binding to human Bcl-2 | P10415 | Bead-based flow cytometry, Bim peptide-Bcl-2 binding | inhibition, % at 10 µM | hit rate 0.06% among 190,000; in the data active = inhibition above about 40%; inconclusive = no clear call, values can overlap the other calls;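 also: 0% = no compound wells with probe peptide and 100% = reference peptide inhibitor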
# Active calls of the source: *; ? = inconclusive; · = no result given. Rule as the data show it, unless noted: active = inhibition above about 40%.
SMILES,RGS8-Gao,ABCB1 inh,GSH bead fluor,Bcl-B Bim block,RGS7-Gao,ABCG2 inh,Bcl-XL Bim block,RGS4-Gao reg,Bim-Bfl-1,Bcl-W Bim block,Bim-Bcl-2
CN(CC(=O)Nc1nc2ccccc2s1)S(=O)(=O)c1ccccc1,98,0.2,35,-10,105,4,-14,102,-15,-4,-10
CCC(=O)Oc1ccc2c(=O)c(-c3ccc4ccccc4n3)c(CC)oc2c1C,102,0.7,20,-4,99,2,-7,100,1,-8,0
CCn1c(SCC(=O)N2CCN(c3ccccc3)CC2)nc2c(c1=O)SC(C)C2 (stereo not given),100,3.5,14,-6,101,14,-10,102,-8,-7,-9
COc1ccc(NC(=O)C2CCCCN2N)cc1OC (stereo not given),99,0.8,17,0,102,2,-2,103,-1,-2,-14
O=C(CCSc1ccccc1)Nc1ccc(S(=O)(=O)Nc2ncccn2)cc1,101,-0.6,10,-2,99,0,-4,100,-8,-4,-5
CCN(C1CCS(=O)(=O)C1)S(=O)(=O)c1cccs1 (stereo not given),100,-0.7,34,-9,98,-7,-8,101,-17,-2,-13
Cn1c(C(=O)NC2CCCC2)cc2c(=O)n(C)c3ccccc3c21,105,1.3,25,-5,106,4,-5,107,-3,-5,-4
COc1ccc(C(=O)NCCCc2nc3ccccc3n2Cc2ccccc2C)cc1OC,·,8.2,19,-8,·,8,-5,·,-1,-6,-3
Cc1ccc2c(ccc[n+]2CC(=O)c2ccccc2)c1,98,-0.5,10,-6,97,-3,-7,100,-3,-6,-6
O=C(NCC1CCCC(CNC(=O)N2CCc3ccccc32)C1)N1CCc2ccccc21 (stereo not given),98,2.5,13,-6,95,50,-3,98,-8,2,-9
CCCCCCc1cc2cc(S(=O)(=O)c3ccc(Cl)cc3)c(=O)oc2cc1O,107,0.8,16,0,98,-1,-1,102,3,-1,3
COc1ccc(CCC(=O)NCc2cnn(C)c2)cc1,100,0.2,28,-8,100,2,-9,99,-12,0,-7
CC(=O)n1nc2nc(C)cc(C)c2c1N,102,-0.3,33,-7,104,3,-6,103,-18,-1,-7
Brc1cc2[nH]cnc2c2ccccc12,100,0.1,44,-9,99,10,10,103,-11,3,-8
COc1ccc2nc(/N=C\N(C)C)sc2c1,104,-2.5,22,-3,98,-1,-3,98,-5,0,-3
COC(=O)Nc1ccc(S(=O)(=O)N2CCCc3ccccc32)cc1,97,0.0,12,-2,102,0,-2,103,-2,0,-2
Cc1ccc(C)c(OCC(=O)Nn2c(C)nc3ccccc3c2=O)c1,100,0.1,16,-4,100,0,-1,97,-2,0,-1
CCCCCSc1nnc(-c2ccccc2NC(C)=O)c(=O)[nH]1,97,0.0,16,-3,95,1,-3,97,-6,0,-5
CCCOc1ccc(CSCCNC(=S)Nc2ccccc2)cc1,100,1.9,15,-5,104,18,-4,103,-16,0,-12
CCOC(=O)CCC(=O)Nc1ccc(S(=O)(=O)N2CCC(C)CC2)cc1,98,0.6,29,1,100,24,0,102,0,0,-1
Cc1cc(C(=O)CN2C(=O)NC3(CCCC3)C2=O)c(C)n1-c1ccc2c(c1)OCO2,99,1.6,16,12,94,10,7,97,18,7,11
N#CCN1CCN(CC(=O)Nc2ccc(OCc3ccccc3)cc2)CC1,103,0.6,32,-6,100,4,-3,103,-15,-2,-10
OCC1(Cc2ccc(Cl)cc2)CCN(Cc2ccc3nsnc3c2)CC1,103,0.5,10,-5,101,1,0,103,-4,0,-1
CCOC(=O)C1=C(C)NC(=O)NC1c1ccccc1Cl (stereo not given),100,0.3,18,-4,104,1,-1,101,-1,-2,0

# Filtered by structure, the entries above with an aryl thioether with sulfur outside any ring.
SMILES,RGS8-Gao,ABCB1 inh,GSH bead fluor,Bcl-B Bim block,RGS7-Gao,ABCG2 inh,Bcl-XL Bim block,RGS4-Gao reg,Bim-Bfl-1,Bcl-W Bim block,Bim-Bcl-2
CCn1c(SCC(=O)N2CCN(c3ccccc3)CC2)nc2c(c1=O)SC(C)C2 (stereo not given),100,3.5,14,-6,101,14,-10,102,-8,-7,-9
O=C(CCSc1ccccc1)Nc1ccc(S(=O)(=O)Nc2ncccn2)cc1,101,-0.6,10,-2,99,0,-4,100,-8,-4,-5
CCCCCSc1nnc(-c2ccccc2NC(C)=O)c(=O)[nH]1,97,0.0,16,-3,95,1,-3,97,-6,0,-5

# (next part)
SMILES,RGS8-Gao,ABCB1 inh,GSH bead fluor,Bcl-B Bim block,RGS7-Gao,ABCG2 inh,Bcl-XL Bim block,RGS4-Gao reg,Bim-Bfl-1,Bcl-W Bim block,Bim-Bcl-2
O=C(NCCc1ccccc1)C1CCN(C(=O)NCc2ccccc2)CC1,104,1.0,13,-5,99,1,-4,102,-1,-6,-5
CCOC(=O)c1c(NC(=O)CN2C(=O)NC3(CCCCCC3)C2=O)sc(C)c1-c1ccc(C)cc1,77,1.1,13,-3,93,5,-6,88,0,-1,1
C/C(=N\NC(=O)Cn1ccc(C(F)(F)F)n1)c1ccc2c(c1)OCO2,102,-1.1,14,-3,102,8,1,103,-2,-1,-3
CCOc1c(Br)cc(/C=C2/SC(=O)N(CC(=O)N3CCCC3)C2=O)cc1OC,76,2.6,38,2,83,8,-7,81,4,0,0
CCn1c(SCC(=O)Nc2ccccc2C)nnc1-c1ccccc1O,101,0.9,33,-9,100,15,-5,103,-17,-2,-11
Cc1ccc(S(=O)(=O)N(CC(=O)Nc2ccccc2C(=O)O)c2cccc(Cl)c2C)cc1,103,-0.7,11,0,101,-11,-6,100,0,-2,-4
O=c1c2ccccc2nnn1CSc1nc2sc3c(c2c(=O)n1CC1CCCO1)CCC3 (stereo not given),103,9.5,23,0,98,14,-5,100,10,-5,5
O=C(CSc1ccc(-c2ccccc2)nn1)N1CCCc2ccccc21,101,1.2,16,-10,103,4,-9,102,-10,-6,-9
Cc1ccc(S(=O)(=O)NCC(=O)N(CC(=O)NCc2ccco2)Cc2cccs2)cc1,97,0.6,8,-2,93,2,-3,92,-1,-1,-3
Cc1ccc(S(=O)(=O)N2CCOCC2)cc1C(=O)NNC(=O)c1ccoc1C,104,0.6,12,-3,106,1,0,105,1,0,1
O=S1(=O)C[C@@H](N2CCOCC2)[C@H](N2CCOCC2)C1,103,0.1,16,-4,107,0,-3,108,-5,-3,-2
CN(C/C(O)=C(\C#N)c1ccccc1)C1CCCCC1,101,0.1,25,-3,99,1,-2,94,-3,-5,-4

# Single records, from the list above. Screens in order: RGS8-Gao	ABCB1 inh	GSH bead fluor	Bcl-B Bim block	RGS7-Gao	ABCG2 inh	Bcl-XL Bim block	RGS4-Gao reg	Bim-Bfl-1	Bcl-W Bim block	Bim-Bcl-2
# `O=C(NCCc1ccccc1)C1CCN(C(=O)NCc2ccccc2)CC1` is listed as 104	1.0	13	-5	99	1	-4	102	-1	-6	-5
# `O=C(CSc1ccc(-c2ccccc2)nn1)N1CCCc2ccccc21` is listed as 101	1.2	16	-10	103	4	-9	102	-10	-6	-9
# `O=c1c2ccccc2nnn1CSc1nc2sc3c(c2c(=O)n1CC1CCCO1)CCC3` (stereo not given) is listed as 103	9.5	23	0	98	14	-5	100	10	-5	5
# `C/C(=N\NC(=O)Cn1ccc(C(F)(F)F)n1)c1ccc2c(c1)OCO2` is listed as 102	-1.1	14	-3	102	8	1	103	-2	-1	-3
# `CCOc1c(Br)cc(/C=C2/SC(=O)N(CC(=O)N3CCCC3)C2=O)cc1OC` is listed as 76	2.6	38	2	83	8	-7	81	4	0	0

# Other records follow.
SMILES,RGS8-Gao,ABCB1 inh,GSH bead fluor,Bcl-B Bim block,RGS7-Gao,ABCG2 inh,Bcl-XL Bim block,RGS4-Gao reg,Bim-Bfl-1,Bcl-W Bim block,Bim-Bcl-2
Cc1nc2sc3c(c2c(=O)o1)CCCC3,101,1.0,11,-1,104,3,0,96,0,0,0
Cc1cccc(NC(=O)Cn2cnc3ccc(S(=O)(=O)N4CCC(C)CC4)cc3c2=O)n1,101,0.3,25,-2,99,1,-2,100,0,-3,-5
Fc1cccc(C2CC(c3cccc(Br)c3)Nc3nnnn32)c1 (stereo not given),101,0.9,32,-5,97,4,-2,96,-10,1,-6
O=C1c2ccccc2-c2n[nH]c(=O)c3ccc(N4CCCCC4)c1c23,103,2.0,11,-1,100,6,1,102,0,1,-1
CCN(CC)S(=O)(=O)c1ccc(N2CCCCC2)c(NC(=O)/C(C#N)=C/c2ccc(OC)cc2)c1,102,-0.2,8,-3,103,-3,-1,104,-1,-2,-5
COc1ccc(CNc2nc3ccccc3n2CCN2CCCCC2)c(OC)c1,120,6.0,24,-5,103,18,-9,102,-7,-5,-4
COc1cccc(/C=N/n2c(SC)nnc2-c2ccccc2)c1O,95,0.8,11,0,99,5,1,99,-1,0,-1
CCOc1ccc(CN(C(=O)c2cc3ccccc3oc2=O)C2CC2)cc1,101,0.4,14,0,101,3,-1,101,0,-1,0
Cc1cnnc2c1-c1no[n+]([O-])c1CC2,101,0.7,25,-8,103,2,1,104,-14,0,-9
O=C(CN1CCN(c2ccccc2F)CC1)c1c[nH]c2ccccc12,93,0.6,10,-1,85,2,-2,89,0,0,0
COc1ccc(-c2nc(N3CCOCC3)nc3n[nH]c(N)c23)cc1,100,-1.7,27,-15,100,0,-5,99,-8,-4,-7
O=C(OCC(=O)N1CCCCC1)c1cc(NS(=O)(=O)c2ccc(Cl)c([N+](=O)[O-])c2)ccc1O,100,-0.1,20,-12,103,8,-15,100,-14,-7,0
Cc1cc(C)c2oc(-c3ccc(Cl)c(NC(=O)c4ccc(C#N)cc4F)c3)nc2c1,101,0.1,22,-5,91,1,0,97,-13,0,-4
Cn1c(C(=O)N2CCN(c3cccc(C(F)(F)F)c3)CC2)cc2sccc21,100,0.9,31,-11,100,28,-7,101,-15,-1,-9
O=C(CCl)Nc1ccccc1C(=O)c1ccccc1,91,1.0,14,-3,?,4,0,81,-2,0,0
O=C1OC(Nc2cc(Br)cc3cccnc23)c2ccccc21 (stereo not given),97,0.6,15,2,95,5,-3,97,-4,-2,-4
CCN(C(=O)COC(=O)c1cc(OC)c(OC)cc1[N+](=O)[O-])C1CCS(=O)(=O)C1 (stereo not given),100,0.9,6,-4,97,3,-3,103,-5,-3,-2
COCCN(CCOC)c1ncc(Cl)c(C(=O)c2c(C)cc3ccccn23)n1,102,1.8,11,-8,101,15,-3,100,-12,0,-9
Nc1nc(CN2CCc3ccccc3C2)nc(Nc2ccccc2)n1,100,0.7,23,-8,97,1,-9,99,-11,-2,-10
CCC(=O)n1nc(-c2ccco2)nc1SCc1ccccc1,99,-0.9,17,16,98,2,27,100,18,26,11
COC(=O)c1cc2nc(-c3ccc(OC)c(OC)c3)cc(C(F)(F)F)n2n1,97,2.4,9,-1,94,9,0,97,-6,4,-4
O=S(=O)(c1ccc(-n2cnnn2)cc1)N(C1CCCCC1)C1CCCCC1,98,0.8,8,0,97,2,-3,101,-1,-2,3
